# Screening data from PubChem.
# CD11b adhes inh: inhibitors of human CD11b/CD18 binding to fibrinogen; 93,000 tested, 0.54% active; P05107+P11215; AID 1497; inhibition, % at 10 µM; K562 CD11b/CD18 adhesion to fibrinogen, ATPlite luminescence; Mn2+ added to activate the integrin;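 active = primary inhibition of 50% or more at 10 µM, then 40% or more on retest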; note: some results filed as inactive read as strong as hits
# Target sequence (P05107 whole entry, looked up, other chains not shown): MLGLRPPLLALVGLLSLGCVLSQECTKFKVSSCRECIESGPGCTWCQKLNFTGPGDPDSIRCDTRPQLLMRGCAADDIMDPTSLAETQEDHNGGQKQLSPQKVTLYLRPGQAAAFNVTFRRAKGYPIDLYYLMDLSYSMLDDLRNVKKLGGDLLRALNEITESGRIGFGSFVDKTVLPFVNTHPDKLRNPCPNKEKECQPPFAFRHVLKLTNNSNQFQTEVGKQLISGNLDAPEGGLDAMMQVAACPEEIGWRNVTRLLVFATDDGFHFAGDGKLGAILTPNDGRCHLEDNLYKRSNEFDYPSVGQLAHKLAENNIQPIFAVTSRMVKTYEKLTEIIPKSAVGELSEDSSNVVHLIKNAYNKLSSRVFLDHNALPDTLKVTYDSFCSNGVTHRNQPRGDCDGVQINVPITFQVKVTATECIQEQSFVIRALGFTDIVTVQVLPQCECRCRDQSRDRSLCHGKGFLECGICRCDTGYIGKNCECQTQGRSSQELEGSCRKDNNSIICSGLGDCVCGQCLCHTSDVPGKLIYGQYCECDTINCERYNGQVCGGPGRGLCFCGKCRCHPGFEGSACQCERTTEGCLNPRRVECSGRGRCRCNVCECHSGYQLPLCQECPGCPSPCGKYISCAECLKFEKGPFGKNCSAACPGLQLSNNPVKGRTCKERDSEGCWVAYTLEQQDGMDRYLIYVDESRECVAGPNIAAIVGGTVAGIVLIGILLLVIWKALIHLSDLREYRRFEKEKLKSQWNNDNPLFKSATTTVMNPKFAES
# * marks the source's active call; other numbers are inactive results.
SMILES,CD11b adhes inh
CC(C)n1c(O)c(N=NC(=O)c2ccccc2NS(=O)(=O)c2cccs2)c2ccccc21,4.5
O=C(Cn1cnc2ccccc2c1=O)Nc1nnc(C2CC2)s1,2.1
O=C(COc1ncnc2sccc12)NC1CCCc2ccccc21 (centres undefined),-2.5
Cc1c(NC(=O)c2cccc(-c3cc4ccccc4oc3=O)c2)cccc1-c1nc2ncccc2o1,-20.0
CC(CNS(=O)(=O)c1ccccc1)(c1ccccc1)N1CCOCC1 (centres undefined),-14.2
C(=C\c1nc(N2CCCCCC2)c2ccccc2n1)/c1ccccc1,101.2
Cc1cccc(CN2CCN(C(=O)CCl)CC2)c1,-1.2
CCc1ccc(C(=O)CN2C(=O)NC(C)(CCc3ccccc3)C2=O)cc1 (centres undefined),16.0
COc1ccccc1NC(=O)/C(C#N)=C/c1cc([N+](=O)[O-])ccc1N1CCCC1,1.9
Cc1cccc(NC(=O)NC(C)CCc2ccccc2)c1 (centres undefined),13.4
CCCCN1CNC(=S)N(Cc2ccccc2)C1,-1.4
CCc1cccc(C)c1NC(=O)C1CN(S(=O)(=O)c2ccccc2)CCN1S(=O)(=O)c1ccccc1 (centres undefined),2.5
O=C(N/C(=C\c1cn(-c2ccccc2)nc1-c1ccc(Cl)cc1)C(=O)N1CCOCC1)c1ccccc1,3.0
Cc1ccc(NC(=O)c2cccc(NC(=O)/C=C/c3ccco3)c2)cc1C,26.9
S=C(Nc1ccccc1)Nc1nc2ccccc2n1CCOc1ccc(Br)cc1,-23.7
CCNNC(=O)C(O)(c1cccc(C)c1)c1cccc(C)c1,0.7
CCCOc1ccc(C2=NNC(=O)CC2)cc1,-20.5
CC1=CC(C)(C)n2c(O)c(N=NC(N)=S)c3cccc1c32,-16.6
Fc1ccc2nc(Nc3nc4c(F)cc(F)cc4s3)sc2c1,99.6
CCCC(O)(CCC)C(=O)NN(C(=O)OC)c1ccccc1,-1.2
Cc1ccc(C(=O)N/C(=C/C=C\c2ccccc2)C(=O)NCc2ccco2)cc1,20.8
S=c1[nH]nc(-c2ccccc2)n1/N=C/C=C/c1ccco1,-8.6
COC(=O)c1ccc(/C=C(\C#N)C(=O)NC(C)c2ccccc2)cc1 (centres undefined),3.9
O=C(CCNC(=O)c1ccccc1Cl)Nc1cc(C(F)(F)F)ccc1Cl,8.6
CC1=CC(C)(C)Nc2ccc(OC(=O)CCN3C(=O)c4ccccc4C3=O)cc21,1.4
COC(=O)C1=C(NC(=O)COc2ccc(Cl)cc2Cl)CCS1,0.2
O=C(CNC(=O)c1ccco1)N/N=C/c1ccc(O)c([N+](=O)[O-])c1,-16.7
COc1ccccc1NC(=S)N1CCC(c2nc3ccccc3o2)CC1,10.3
O=C(NN1C(=O)C2C3C=CC(C3)[C@H]2C1=O)c1cccnc1 (some centres undefined),13.4
COc1ccccc1C1CC(c2ccc(Br)cc2)=NN1C(=O)c1cccnc1 (centres undefined),19.4
CN(C)c1ccc([C@@H]2[C@@H]([N+](=O)[O-])[C@H]3C=Cc4ccccc4N3[C@H]2C(=O)c2ccc(Cl)cc2)cc1,-7.9
S=c1[nH]nc(C2CCCCC2)n1/N=C/C(Cl)=C\c1ccccc1,-15.3
CC1(C)CC(=O)c2cc(NC(=O)c3ccccc3)c(=O)oc2C1,-15.5
O=C(Nc1ccccc1)C(=O)c1cn(CC(=O)N2CCCCC2)c2ccccc12,29.0
CCOC(=O)C1=C(c2ccccc2)OC(N)=C(C#N)C1c1ccc(Br)s1 (centres undefined),27.9
O=C(CSc1nc2nc3c(cc2c(=O)n1-c1ccccc1)CCCC3)Nc1cccc2ccccc12,-0.6
Cn1ncc2c(NNC(=O)c3ccc(Cl)cc3Cl)ncnc21,-6.6
CCN(CC)S(=O)(=O)c1ccc(Cl)c(C(=O)Nc2cc(C)nn2-c2ccccc2C(F)(F)F)c1,9.4
CC(NC(=O)/C=C/c1cnc2ccccc2n1)C12CC3CC(CC(C3)C1)C2 (centres undefined),21.4
CCC(=O)c1ccc(OCC(O)CNC(C)c2ccccc2)cc1 (centres undefined),-16.4
O=C(COC(=O)CSc1ccc2ccccc2c1)Nc1ccccc1OC(F)F,-3.3
CSc1ncc(Cl)c(C(=O)Nc2cccc3ccccc23)n1,-1.7
CCc1ccc(Nc2nc(N)nc(CSc3nc4ccccc4s3)n2)cc1,48.4
O=S(=O)(c1cccc(NC(=S)N2CCN(c3ccccc3)CC2)c1)C(F)F,13.4
Cc1ccccc1NC(=O)C1c2ccccc2Oc2ccccc21,-8.0
CNC(=S)N/N=C/c1ccc(OCC(=O)Nc2c(C)cc(C)cc2C)c(OC)c1,-8.0
Cn1c(SCC(=O)NNC(=O)Cc2ccccc2)nnc1-c1ccccc1,0.5
COc1ccccc1N1CCN(C(=O)c2ccc([N+](=O)[O-])s2)CC1,1.3
Cc1nn(CCCC(=O)Nc2cc(Oc3ccccc3)cc([N+](=O)[O-])c2)c(C)c1[N+](=O)[O-],19.5
CN(C(=O)CSc1nnc2ccccn12)c1c(N)n(Cc2ccccc2)c(=O)[nH]c1=O,8.9
CN(c1cccc(Cl)c1)S(=O)(=O)c1cccc(C(=O)Nc2nc3ccccc3[nH]2)c1,8.0
Cc1cccc(NC(=O)/C=C/c2ccc(Cl)cc2)n1,-1.5
O=C(O)Cc1csc(Nc2cccc(Cl)c2)n1,-17.2
COc1cc(C(=O)Nc2nc(-c3cc(C)ccc3C)c(C)s2)ccc1OCC(=O)Nc1ccc(F)cc1,14.8
S=c1[nH]nc(-c2ccco2)n1/N=C/c1ccc(Cl)c(Cl)c1,50.1
O=C(CSC1CC(=O)N(CCc2ccccc2)C1=O)Nc1cccc(Cl)c1 (centres undefined),22.2
Cc1ccc(OCC(=O)Nc2ccc(C)c(S(=O)(=O)N3CCCCC3)c2)c([N+](=O)[O-])n1,13.7
CN(C)c1ccc(/C=C(/C(=O)c2ccc(Cl)cc2Cl)n2cncn2)cc1,18.7
Cc1ccc2c(c1)c(C)cc[n+]2Cc1ccccc1,18.8
Cc1ccc(Nc2nc(N)c([N+](=O)[O-])c(N3CCCC(C)C3)n2)cc1C (centres undefined),102.7

# Quoted from the listing.
# Value of Cc1cccc(NC(=O)/C=C/c2ccc(Cl)cc2)n1 under CD11b adhes inh: -1.5
# Value of CCc1cccc(C)c1NC(=O)C1CN(S(=O)(=O)c2ccccc2)CCN1S(=O)(=O)c1ccccc1 (centres undefined) under CD11b adhes inh: 2.5
# Value of Cc1ccc(Nc2nc(N)c([N+](=O)[O-])c(N3CCCC(C)C3)n2)cc1C (centres undefined) under CD11b adhes inh: 102.7
# Value of O=C(CSC1CC(=O)N(CCc2ccccc2)C1=O)Nc1cccc(Cl)c1 (centres undefined) under CD11b adhes inh: 22.2
# Value of CN(C)c1ccc([C@@H]2[C@@H]([N+](=O)[O-])[C@H]3C=Cc4ccccc4N3[C@H]2C(=O)c2ccc(Cl)cc2)cc1 under CD11b adhes inh: -7.9
# Value of COc1cc(C(=O)Nc2nc(-c3cc(C)ccc3C)c(C)s2)ccc1OCC(=O)Nc1ccc(F)cc1 under CD11b adhes inh: 14.8
# Value of Cc1cccc(NC(=O)NC(C)CCc2ccccc2)c1 (centres undefined) under CD11b adhes inh: 13.4

# Looked up by structure from above:
SMILES,CD11b adhes inh
COc1ccccc1N1CCN(C(=O)c2ccc([N+](=O)[O-])s2)CC1,1.3
O=C(COC(=O)CSc1ccc2ccccc2c1)Nc1ccccc1OC(F)F,-3.3
O=C(Nc1ccccc1)C(=O)c1cn(CC(=O)N2CCCCC2)c2ccccc12,29.0
CCNNC(=O)C(O)(c1cccc(C)c1)c1cccc(C)c1,0.7

# Continued:
SMILES,CD11b adhes inh
Cc1ccc(-n2cc(-c3ccc([N+](=O)[O-])cc3)[nH]c2=S)c(C)c1,10.6
O=C(COC(=O)CCc1c[nH]c2ccccc12)NC(c1ccccc1)c1ccccc1,13.6
CCOc1ccc(-n2c(-c3ccc(OC)cc3)c[n+]3c2CCCCC3)cc1,99.8*
CC(C)=CCCC1=CCC(/C=N/NC(N)=O)C(C)C1 (centres undefined),-10.5
Cc1cccc(Nc2nnc(SCC(=O)Nc3ncc(C(F)(F)F)cc3Cl)s2)c1C,18.1
CC(C)c1ccc(C2N3CC4([N+](=O)[O-])CN2CC([N+](=O)[O-])(C3)C4(C)C)cc1 (centres undefined),-25.0
O=C(Cc1ccccc1)Nc1ccc(C(=O)NCC2COc3ccccc3O2)cc1 (centres undefined),9.9
Cc1cccc(C(=O)N[C@H](C(=O)Nc2nccs2)C(C)C)c1,8.7
O=C1C=C(NCc2ccccc2)CCC1,-7.1
COc1cc([N+](=O)[O-])ccc1NC(=S)Nc1cc(C(=O)OC(C)C)cc(C(=O)OC(C)C)c1,101.6
COc1ccc2c(c1)c(CC(=O)Nc1ccc(C(C)=O)cc1)c(C)n2C(=O)c1ccc(Cl)cc1,4.6
CCCN1CCC(=NNC(=O)CSc2cc(C)c(Br)cc2C)CC1,16.0
Cc1ccc(NS(=O)(=O)c2ccc(C3CCCCC3)cc2)cc1,104.5
Cc1ccc(S(=O)(=O)NC(=O)Nc2ncc3c(n2)CC(c2ccco2)CC3=O)cc1 (centres undefined),-3.6
O=C(Nc1nccs1)c1ccc(-c2ccc(Cl)cc2Cl)o1,18.3
CCOC(=O)c1c(-c2cccc([N+](=O)[O-])c2)csc1NC(=O)CCCOc1ccccc1,10.0
O=C(NCC1OCCc2ccccc21)c1ccc(NC(=O)c2ccc(Cl)cc2Cl)cc1 (centres undefined),3.3
O=C(Nc1ccccc1)Nc1nc(-c2ccc(Cl)cc2)cs1,4.9
CCOC(=O)/C(=C\c1cn(C)c2ccccc12)[N+](=O)[O-],32.8
COc1ccc(CCN(C)c2ccc(S(=O)(=O)N3CCCC3)cc2[N+](=O)[O-])cc1OC,22.0
COc1cccc(NC(=S)N2CCN(c3ccccn3)CC2)c1,-22.2
CN(c1ccc(OCC(=O)Nc2nc3ccccc3s2)cc1)S(=O)(=O)c1ccccc1,-9.5
O=C(COc1ccccc1Cl)NCCc1ccc2c(c1)OCCO2,6.5
O=C(Cc1ccccc1)NCC(=O)OCC(=O)c1cccc([N+](=O)[O-])c1,-2.3
COC(=O)C(C)Sc1ncnc2c1c(-c1ccccc1)cn2-c1ccc(OC)cc1 (centres undefined),-19.4
Oc1ccc(N=Nc2n[nH]c(-c3ccc(Br)cc3)n2)cc1,-28.1
COc1ccc(/C=C2\SC(=S)N(Cc3cccnc3)C2=O)cc1C,9.5
C/C(=N\NC(=O)COc1ccc(C(C)(C)C)cc1)c1ccc2c(c1)OCCO2,55.2
CC(Sc1ncnc2ccccc12)C(=O)Nc1ccc2c(c1)OCCO2 (centres undefined),30.5
CC(=O)Oc1ccc(Cl)cc1/C=C/c1ccc2ccccc2n1,29.3
COc1ccc(C(=O)O/N=C(\N)c2ccncc2)cc1OC,5.2
CC(C(=O)Nc1cc([N+](=O)[O-])ccc1Cl)N1CCN(c2ccc(O)cc2)CC1 (centres undefined),-3.9
COc1ccc(/C=N/NC(=O)CNC(=O)C2COc3ccccc3O2)cc1OC (centres undefined),13.9
CCCCNC(=S)Nc1cccc2cnccc12,-2.9
COc1ccc(/C=N/NC(=O)OC(C)(C)C)cc1OC,-14.1
Cc1ccc(C#CC[N+]2(CC#Cc3ccc(C)cc3)CCCCC2)cc1,72.6
NC(=S)N/N=C\c1c2ccccc2cc2ccccc12,24.3
Cc1cccc(Oc2ncnc(N)c2[N+](=O)[O-])c1,-10.4
O=C(COC(=O)C1CC2C=CC1C2)Nc1cccc(S(=O)(=O)N2CCCCC2)c1 (centres undefined),41.4
O=C(/C=C/c1c(Cl)cccc1Cl)NCc1ccco1,-25.7
Cc1ccc(C(C)C)c(OCC(=O)NN=C2CCCCCCC2)c1,6.3
O=C(COc1ccccc1)OC(C(=O)c1ccccc1)c1ccccc1 (centres undefined),4.3
Nc1ccc(C(=O)OCC(=O)Nc2cc([N+](=O)[O-])ccc2F)cc1,6.5
C=CCNC(=S)N/N=C(\C)c1cccc(OC)c1,0.1
COc1ccccc1C1CC(c2ccco2)=NN1c1ccccc1 (centres undefined),-5.7
CC[n+]1c(-c2ccc(C)cc2)csc1Nc1c(C)n(C)n(-c2ccccc2)c1=O,14.5
Clc1nc(-c2ccccc2)cc(-c2ccccc2)n1,-1.1
COc1ccc(/C=N/NC(=O)c2ccncc2)cc1CSc1nc2ccccc2s1,27.7
COc1ccc(C2Nc3ccccc3C(=O)N2c2ccc(C)cc2)cc1COc1ccccn1 (centres undefined),-1.6
O=C1c2cccc3cccc(c23)C(=O)N1CCN1CCN(CC(O)COc2ccc3ccccc3c2)CC1 (centres undefined),47.2
CC(=O)NS(=O)(=O)c1ccc(NC(=O)c2cc(-c3ccc(C)cc3)nc3ccccc23)cc1,3.5
COc1cccc2c(SCC(=O)N/N=C/c3ccccc3)cc(C)nc12,7.5
CC(=O)c1c(C)[nH]c(C(=O)OCC(=O)Nc2cc(Cl)ccc2[N+](=O)[O-])c1C,25.4
O=C(Nc1cccc(F)c1)c1ccccc1-c1ccccc1,-1.7
Fc1ccc(C2CC(c3cccs3)=NN2C(=S)Nc2ccccc2)cc1 (centres undefined),1.0
Cc1c(Cl)c([N+](=O)[O-])nn1CCCC(=O)Nc1cccc(Cl)c1,-18.4
O=C(N/N=C/c1c(O)n(-c2ccc(Cl)cn2)c(=O)c2ccccc12)C1CC1,1.6
Cc1ccc(CN2CCN(CC(=O)N=Nc3c(O)[nH]c4ccccc34)CC2)cc1,17.9
CCOc1ccc(C(c2c(NC(=O)c3ccccc3)sc(C)c2C)N2CCN(C)CC2)cc1 (centres undefined),11.1
Cc1ccc2nc(-c3ccc(NC(=O)COC(=O)c4ccco4)cc3)sc2c1,31.5
# Following part
SMILES,CD11b adhes inh
COc1cccc(NC(=O)COC(=O)c2ccccc2F)c1,1.9
Cc1ccc(N(Cc2ccc(C(=O)NCCSc3ccccn3)cc2)S(C)(=O)=O)cc1C,12.4
Cc1nn(Cc2ccccc2Cl)c(C)c1NC(=O)CCCn1nc([N+](=O)[O-])c(Cl)c1C,-8.7
Cn1cccc1CC(=O)N/N=C/C(Cl)=C/c1ccccc1,-8.7
COc1ccc(/C=C/C(=O)c2ccc3c4c(cccc24)CC3)cc1,16.0
CC(C)Oc1ccc(C(=O)NNC(=O)c2ccccc2C(=O)O)cc1,-3.5
CC1CCCN(C(=O)c2cccc(S(=O)(=O)Nc3cc(C(F)(F)F)ccc3Cl)c2)C1 (centres undefined),49.1
C(=N\Nc1nc2ccccc2s1)/c1ccc2c(c1)OCO2,30.5

# These rows are one share of the data. The share of hits here may be higher or lower than overall.
